Bioassay records from PubChem.
Cneo AK release: causes C. neoformans cell lysis | 360,000 tested, 0.2% active | lysis activity, % at 15 µM | adenylate kinase release luminescence, 4 h; normalised: neutral wells 0, clomiphene wells 100;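 active = mean lysis activity across replicates of at least 80%, whatever share of replicates individually reach that level; inactive = mean lysis activity below 80%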
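Material – log-phase Cryptococcus neoformans yeast cells · Input – 5 × 10^6 yeast cells/mL · Medium – fresh YPD growth medium · Doses – single compound concentration per well · Timing – static 4 h at 37 °C with compound, 1 h detection · Detection – adenylate kinase release luminescence · Read-out – signal increase indicating cell lysis · Control set – Clomiphene as positive lysis control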
miR-122 sensor: miR-122 inhibition in Huh7 cells | activation (reporter increase), % at 12.5 µM | AID 602342 | 340,000 tested, 0.3% active | Huh7 miR-122 Renilla luciferase sensor, 48 h; neutral wells = 0, positive control = 100;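 active = mean replicate activation score at least 90 and every replicate individually at or above 90; inconclusive = only one of the two criteria met; inactive = neither criterion met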;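 note: higher luciferase means less miR-122 activity so hits act as miR-122 inhibitors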
C2C12 statin: suppression of simvastatin myotoxicity; AID 602340; C2C12 myotubes + simvastatin, ATP luminescence, 48 h; scaled: DMSO 0, geranylgeraniol control 100; rescue of ATP level, % at 7.49 µM; 330,000 tested, 0.78% active;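 active = mean ATP rescue above about 67%, or every replicate alone reaching that limit, limit read from the data, passing the limit was not always enough; inconclusive = no clear call, values can overlap the other calls; inactive = mean under the limit and some replicate under it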;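 note: myotubes were challenged with 10 µM simvastatin during compound exposure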
SIRT5 block: blocks human SIRT5 desuccinylation of peptide | Q9NXA8 | Purified SirT5, succinyl-peptide AMC, trypsin-coupled fluorescence | inhibition, % at 15 µM | 330,000 tested, 1.1% active | AID 652115; in the data active = inhibition above about 15%; inconclusive = no clear call, values can overlap the other calls
Target sequence (Q9NXA8 whole entry, looked up): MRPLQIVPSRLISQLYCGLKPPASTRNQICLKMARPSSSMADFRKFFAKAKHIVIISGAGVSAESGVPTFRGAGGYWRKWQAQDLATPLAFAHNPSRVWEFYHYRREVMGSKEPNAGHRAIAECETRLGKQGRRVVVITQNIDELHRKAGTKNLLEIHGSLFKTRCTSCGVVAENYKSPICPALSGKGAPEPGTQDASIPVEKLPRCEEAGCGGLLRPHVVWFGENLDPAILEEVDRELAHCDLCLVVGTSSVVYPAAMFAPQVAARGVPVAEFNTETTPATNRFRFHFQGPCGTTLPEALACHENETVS
ERp5 block: blocks human ERp5 reductase activity on insulin. AID 651711. inhibition, % at 9.99 µM. 350,000 tested, 0.05% active. ERp5 insulin aggregation, absorbance 650 nm, 90 min. Q15084;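 active = mean replicate inhibition above about 25%, with every replicate also reaching it, limit read from the data, passing the limit was not always enough; inconclusive = only one of those two criteria met; inactive = neither criterion met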
Target sequence (Q15084 whole entry, looked up): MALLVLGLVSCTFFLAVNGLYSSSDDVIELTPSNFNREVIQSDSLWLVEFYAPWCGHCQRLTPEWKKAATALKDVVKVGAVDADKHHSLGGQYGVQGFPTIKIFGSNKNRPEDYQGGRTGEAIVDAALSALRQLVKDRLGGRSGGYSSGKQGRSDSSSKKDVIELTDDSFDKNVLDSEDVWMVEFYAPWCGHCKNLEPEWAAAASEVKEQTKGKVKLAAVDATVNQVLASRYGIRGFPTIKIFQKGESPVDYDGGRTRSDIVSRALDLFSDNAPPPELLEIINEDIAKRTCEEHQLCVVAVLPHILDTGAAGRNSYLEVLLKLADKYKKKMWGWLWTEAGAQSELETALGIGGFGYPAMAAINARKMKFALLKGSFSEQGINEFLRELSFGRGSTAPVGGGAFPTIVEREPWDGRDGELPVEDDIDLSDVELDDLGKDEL
esBAF inh: SWI/SNF esBAF complex inhibition | AID 602393 | 350,000 tested, 2% active | mouse ES cells, Bmi1-luciferase knock-in reporter, 24 h; 100% = twice the neutral-well signal | reporter increase, % at 12.5 µM; in the data active = activation above about 40%; inconclusive = no clear call, values can overlap the other calls;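 note: 0% = median of the plate's neutral control wells and 100% = double that signal; a rise in the Bmi1 reporter signal indicates esBAF inhibition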
ARNT-TACC3 inh: ARNT/TACC3 interaction disruption; Q9Y6A5; AlphaScreen His-ARNT PAS-B/GST-TACC3 binding, luminescence; TACC3 fragment carries E629A point mutation; inhibition, % at 9.99 µM; 390,000 tested, 0.66% active; AID 623870;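 active = mean inhibition of replicates at least 50% and at least half of replicates each reaching 50%; inconclusive = half or more replicates reach 50% but mean below 50%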;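 note: 0% = complete ARNT plus TACC3 wells and 100% = ARNT alone without TACC3; many hits fall short of the cut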
* hit, by the source's call; ? = inconclusive; · = not tested or not shown; [ ] = another dose, or the depositor's remark.

Start of the data: the first five entries (preview)
SMILES | Cneo AK release | miR-122 sensor | C2C12 statin | SIRT5 block | ERp5 block | esBAF inh | ARNT-TACC3 inh
O=C(C1CCN(Cc2ccc(F)cc2)CC1)N1CCN(C/C=C/c2ccccc2)CC1 | · | ? | · | -7 | 10 | · | -1
O=C(c1cccs1)N1CCN=C1SCc1cccc(F)c1 | 4 | 4 | · | 0 | -1 | · | 7
CCCCNC(=O)C1(C)CCCCCN1Cc1cc2ccccc2o1 (configuration not stated) | -4 | 5 | 77* | -2 | -6 | -1 | ·
O=C(O)C1=CC[C@@H](c2ccc(Cl)cc2)N(S(=O)(=O)c2ccc(Cl)cc2)[C@H]1c1ccc(Br)cc1 | 3 | 0 | -5 | 2 | 5 | -2 | -1
O=C(COC(=O)CCc1nc2ccccc2c(=O)[nH]1)NC1CCS(=O)(=O)C1 (configuration not stated) | · | -5 | 0 | · | 3 | 3 | -7

The whole of this part, repeating the preview:
SMILES | Cneo AK release | miR-122 sensor | C2C12 statin | SIRT5 block | ERp5 block | esBAF inh | ARNT-TACC3 inh
O=C(C1CCN(Cc2ccc(F)cc2)CC1)N1CCN(C/C=C/c2ccccc2)CC1 | · | ? | · | -7 | 10 | · | -1
O=C(c1cccs1)N1CCN=C1SCc1cccc(F)c1 | 4 | 4 | · | 0 | -1 | · | 7
CCCCNC(=O)C1(C)CCCCCN1Cc1cc2ccccc2o1 (configuration not stated) | -4 | 5 | 77* | -2 | -6 | -1 | ·
O=C(O)C1=CC[C@@H](c2ccc(Cl)cc2)N(S(=O)(=O)c2ccc(Cl)cc2)[C@H]1c1ccc(Br)cc1 | 3 | 0 | -5 | 2 | 5 | -2 | -1
O=C(COC(=O)CCc1nc2ccccc2c(=O)[nH]1)NC1CCS(=O)(=O)C1 (configuration not stated) | · | -5 | 0 | · | 3 | 3 | -7
Cc1c(S(=O)(=O)N2CCN(c3cccc(C(F)(F)F)c3)CC2)c(=O)n(C)c(=O)n1C | 0 | -3 | 5 | 0 | -1 | 0 | -1
O=[N+]([O-])c1ccccc1S(=O)(=O)Nc1ccc(-c2ccc(N3CCOCC3)nn2)cc1 | 0 | -7 | -9 | 0 | 1 | 16 | 4
O=C(N[C@H]1C=C[C@H](CC(=O)N2CCOCC2)O[C@@H]1CO)c1ccccn1 | -3 | · | -7 | -2 | 3 | 1 | -10
COCc1ccccc1C1=CC(=O)C[C@H](c2ccc(F)cc2)C1 | 2 | -11 | 12 | · | · | 3 | 2
CC(C(=O)N1CCCCC1)N1C(=O)c2ccccc2C1=O (configuration not stated) | 4 | -4 | -7 | · | · | -2 | -2
CCOc1cc(/C=C(\C(=O)O)c2ccc(S(=O)(=O)N3CCCC3)s2)ccc1OC | -1 | · | -2 | 1 | 4 | 4 | 5
COC(=O)C(CC(=O)c1ccc(C)cc1)n1cccn1 (configuration not stated) | 0 | 3 | -2 | 0 | 0 | -8 | -3
CC(OC(=O)c1ccco1)C(=O)NCc1ccc2c(c1)OCO2 (configuration not stated) | -1 | · | 4 | -1 | 3 | -7 | ·
CC1(C)SC2c3ccccc3C(=O)N2[C@@H]1C(=O)NC1CC1 (some centres not stated) | · | · | · | -4 | 1 | · | -12
C=CCC[C@H](Cc1ccc(F)cc1)C(=O)OC[C@@H](Cc1c[nH]c2ccccc12)NC(=O)[C@@H](CC=C)CC(=O)N(CCO)Cc1ccccc1 | 0 | -14 | -4 | · | 1 | 14 | ·
Cc1occc1C(=O)N1CCN(c2ncccn2)CC1 | 4 | -1 | -16 | · | · | -3 | 4
CCC(C(=O)NC(C)(C)C)N(Cc1ccc(F)cc1)C(=O)c1snc(C(N)=O)c1N (configuration not stated) | -1 | 0 | 4 | -1 | -7 | 1 | 3
CC(C)NC(=O)N1CCCCN2[C@H](C1)[C@H](c1ccc(C#CC3CC3)cc1)[C@@H]2CO | 0 | 4[16.7 µM] | 32 | -2 | -3 | -2 | 13
CN(C(=O)CCCN1C(=O)c2ccccc2C1=O)C1CCCCC1 | 0 | -4 | 2 | -1 | 1 | 27 | 6
O=C(Oc1ccc(-c2ccccc2)cc1)c1ccco1 | 1 | -2 | -2 | · | 7 | -4 | -15
COc1ccc(S(=O)(=O)N(C)C[C@H]2OCCCC[C@@H](C)Oc3ccc(NC(=O)NC(C)C)cc3C(=O)N([C@H](C)CO)C[C@H]2C)cc1 | 49 | -6[16.7 µM] | · | -1 | 1 | -11 | 5
CC(C(=O)Nc1cccc([N+](=O)[O-])c1)n1nnc2ccccc21 (configuration not stated) | 0 | -5 | 3 | · | · | -2 | 0
COc1ccc(C(=O)Oc2ccc(Br)cc2C(=S)N2CCOCC2)cc1 | 1 | 11 | 6 | 0 | 2 | -4 | ·
CCOC(=O)C1=CCN(S(=O)(=O)c2ccc(C)cc2)C1c1ccccc1F (configuration not stated) | 2 | -2 | -2 | -2 | 0 | -6 | ·
COC(=O)C[C@H]1CC[C@@H]2[C@H](COc3ccc(NS(C)(=O)=O)cc3C(=O)N2C)O1 | -3 | -21[16.7 µM] | -3 | · | · | 2 | -1

More records.
SMILES | Cneo AK release | miR-122 sensor | C2C12 statin | SIRT5 block | ERp5 block | esBAF inh | ARNT-TACC3 inh
Cc1nnc(SCc2nc3sc(C(=O)O)c(C)c3c(=O)[nH]2)s1 | 5 | 6 | -3 | -2 | 2 | 2 | -5
OC(c1ccccc1)(c1nc(/C=C/c2ccc(C(F)(F)F)cc2)cs1)C(F)(F)F (configuration not stated) | -1 | 6 | -59 | 0 | 2 | -5 | ·
Cc1ccc(S(=O)(=O)NCC[C@H]2CC[C@H](NC(=O)CC3CC3)[C@@H](CO)O2)cc1 | 26 | · | 14 | 0 | 0 | 6 | -2
Cc1nn(CCO)c2nc(-c3cccs3)cc(C(F)(F)F)c12 | · | · | · | -21 | 5 | · | 24
O=S(=O)(c1ccccc1)[C@@]1(c2ccccc2)C[C@@H]2ON=C(c3cccc(-c4ccccc4)c3)[C@@H]2C1 | 2 | -2 | 29 | · | 8 | 5 | -3
Cc1ccc(S(=O)(=O)NC2CCN(Cc3cccc(OCCO)c3)CC2)cc1 | 0 | · | · | · | -1 | · | 19
CCCCNC(=O)N1CCOCCOCCN(C(=O)NCCCC)CCOCC1 | 6 | -4 | 8 | · | · | -2 | -3
CCOCCCNC(=O)CCn1nc(-c2ccc(Cl)cc2)ccc1=O | -1 | -1 | 2 | -5 | 1 | 7 | 26
Cc1ccccc1N1CCN(CCCN2C(=O)C3CCCCN3C2=O)CC1 (configuration not stated) | 0 | · | -2 | · | 0 | 1 | -13
CSc1ccc(/C=C/c2ccc3cccc(O)c3n2)cc1 | · | · | · | -4 | 5 | · | -6
C[C@@H]1CN([C@@H](C)CO)C(=O)c2cccc(NC(=O)c3nc4ccccc4s3)c2O[C@@H]1CN(C)C(=O)Nc1cccc2ccccc12 | -1 | 5[16.7 µM] | 45 | 1 | -3 | 1 | 4
Cc1cccc(NS(=O)(=O)c2ccc(C(C)(C)C)cc2)n1 | 1 | 7 | 5 | -1 | 4 | 1 | -6
CN(C)CCNc1ncnc2sc(-c3ccccc3)cc12 | 2 | -7 | -8 | 1 | -3 | -3 | 8
O=C(CCCn1c(SCc2ccccc2F)nc2ccccc2c1=O)NCC1CCCO1 (configuration not stated) | 0 | -7 | 5 | -5 | -1 | 2 | -3
O=C(C[C@@H]1CC[C@H]2[C@@H](COC[C@H](O)CN2Cc2ccc(C(F)(F)F)cc2)O1)NCCc1ccccc1 | 6 | -2[16.7 µM] | 25 | 0 | -7 | -2 | 2
Cn1c2c(c(=O)[nH]c1=O)C(NC(=O)c1ccco1)(C(F)(F)F)C(=O)N2 (configuration not stated) | 1 | -9 | 18 | · | · | -6 | -4
CC1(C)CC(=O)C(C=NCc2ccccn2)=C(O)C1 | -3 | -3 | 2 | -1 | 13 | 2 | 21
Cc1cc(C)cc(OCC(=O)N2CCN(c3ncccn3)CC2)c1 | -2 | -4 | 0 | -2 | 2 | -4 | -4
Cc1c(C(=O)NC2=NCCS2)oc2ccccc12 | -3 | 7 | 3 | 5 | 4 | -32 | -30
CCc1cc(-c2n[nH]c(=S)n2CC(C)C)cs1 | · | · | · | 2 | 0 | · | -3
O=C(Nc1ccc(F)cc1F)N1CCCN(CCOc2ccccc2)CC1 | 1 | -6 | · | 0 | 5 | · | 4
CS(=O)Cc1cc(Sc2ccccc2)nc(-c2ccncc2)n1 (configuration not stated) | -1 | -12 | -2 | -7 | 3 | 5 | 1
CC(=O)c1cccc(NS(=O)(=O)c2ccc(-c3cc(C)no3)s2)c1 | 0 | 5 | 2 | 0 | -3 | 2 | 1
c1ccc(Nc2nnc(-c3cccnc3)s2)cc1 | · | · | -18 | -2 | 1 | -9 | 5
O=C(c1ccco1)N1CCN(C(=O)c2cccs2)CC1 | -1 | -8 | 5 | 1 | 0 | 0 | -5

Next section:
SMILES | Cneo AK release | miR-122 sensor | C2C12 statin | SIRT5 block | ERp5 block | esBAF inh | ARNT-TACC3 inh
Oc1ccc(C=NCC2COc3ccccc3O2)cc1 (configuration not stated) | · | -6 | -8 | · | · | 0 | 2
COc1ccc(-n2nc(C(=O)NCC(=O)N3CCCCCC3)c3ccccc3c2=O)cc1Cl | -2 | -1 | 6 | -4 | -8 | 48* | -4
Cc1noc(C)c1NC(=O)N(C)C[C@@H]1Oc2ccc(NC(=O)Nc3ccc(C(F)(F)F)cc3)cc2CC(=O)N([C@H](C)CO)C[C@H]1C | -2 | 3[16.7 µM] | -17 | 2 | -2 | -9 | -8
COc1ccccc1NC(=O)N1[C@H](C#N)[C@H](c2ccccc2)[C@H]1CO | 0 | · | -5 | 2 | -1 | -2 | 3
C[C@@H]1CN([C@@H](C)CO)C(=O)Cc2cc(NC(=O)Nc3ccccc3)ccc2O[C@@H]1CN(C)C(=O)NC1CCCCC1 | 1 | -3[16.7 µM] | -5 | -3 | -1 | 3 | -18
CC1CCC(NC(=O)N(CCCl)N=O)CC1 (configuration not stated) | -1 | 2 | 0 | 0 | 2 | ? | -3
N=C1C(c2nc3ccccc3s2)=C(O)CN1CCCO | -1 | · | -7 | 0 | 3 | 5 | 2
CCn1cc(S(=O)(=O)N2CCCC2)cn1 | 0 | 2 | · | 9 | 1 | · | -8
CS(=O)(=O)c1ccc(C(=O)Nc2ccc(N3CCOCC3)cc2)c(Cl)c1 | 2 | 4 | 0 | -6 | 5 | 1 | -9
Cc1ccc(C)c(OCC(=O)N2CCOCC2)c1 | 0 | -3 | · | · | · | -1 | -17
COc1ccccc1C(=O)Nc1ccc2c(c1)C(=O)N(C)C[C@H](OC)[C@@H](C)CN(C(C)=O)[C@@H](C)CO2 | 1 | -6[16.7 µM] | -3 | -6 | 13 | 3 | -11
COc1ccc(-c2nc3ccccc3c(=O)n2NC(=O)c2cccnc2Cl)cc1OC | · | 0 | 5 | 0 | 2 | -5 | -6
NC(=O)Nc1ccccc1C(=O)Nc1ccc2ccccc2c1 | 0 | 1 | 9 | -3 | -3 | 8 | 28
CC1(c2ccc3noc(-c4ccccc4)c3c2)OCCO1 | 6 | -1 | · | · | · | 6 | 1
O=C1CC(N2CCN(c3ccc(O)cc3)CC2)C(=O)N1Cc1cccs1 (configuration not stated) | -4 | -6 | 55 | · | · | -6 | 1
O=C(Nc1ccc(N2CCOCC2)nc1)c1c(F)cccc1F | -4 | -3 | · | 2 | -3 | · | 0
Cc1cccc(NC(=O)CN2CCCCCC2)c1 | -1 | · | 3 | -2 | 1 | -10 | -30
CCN1CCN(C(=O)C2CCCN(S(=O)(=O)c3ccc(OC)c(OC)c3)C2)CC1 (configuration not stated) | 2 | -2 | -10 | 2 | -2 | -1 | 5
O=C(COC(=O)c1ccc(Br)cc1)Nc1ccccc1Br | · | 6 | · | 2 | 0 | · | -5
C[C@@H]1CN([C@@H](C)CO)S(=O)(=O)c2ccc(-c3cccc(C#N)c3)cc2O[C@@H]1CN(C)CC1CC1 | 2 | 5[16.7 µM] | -27 | 2 | 20 | -5 | 36
O=C(Cc1ccc(S(=O)(=O)N2CCOCC2)s1)Nc1cc(C(F)(F)F)cc(C(F)(F)F)c1 | 5 | 34 | 5 | 1 | 2 | -15 | -5
